Screens deposited in PubChem by National Center for Advancing Translational Sciences (NCATS).
AMA1-RON2 inh: qHTS for Inhibitors of AMA1-RON; Towards Development of Antimalarial Drug Lead: Primary Screen. Plasmodium falciparum AMA1 (3D7) - RON2 peptide interaction. AlphaScreen AMA1-biotinylated RON2 peptide binding. Potency, µM (doses to about 58.2 µM), for inactives: top-dose activity change, negative = inhibition, hits mostly inhibitors. hit rate 0.2% among 360,000;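 further: potency means the concentration at half of the fitted maximal effect; 0% = vehicle wells and -100% = peptide control; nearly all actives have a fitted effect of over 45% in size; some results filed as inactive show a strong effect at the top dose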
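AMA1 (3D7) with his tag at 25 nM final met compounds first, then biotinylated RON2 peptide at 25 nM; detection used donor plus acceptor beads, 10 µg/mL apiece, read by AlphaScreen after 30 min at room temperature.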
Tb PYK inh: qHTS of Trypanosoma Brucei Inhibitors. AID 624173, 2012. TbPYK enzyme, Kinase-Glo Plus ATP luminescence, 45 min. pyruvate kinase (Trypanosoma brucei), Q57TT1. Potency, µM (highest dose often 76.8 µM), for the others: at the top dose activity, negative = inhibition, most hits filed as inhibitors. hit rate 0.12% among 410,000; further: potency means the concentration at half of the fitted maximal effect; on the % scale 0 is the no-effect control and ±100 the full control effect; nearly all actives have a fitted effect of over 50% in size
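Luminescence from Kinase-Glo Plus, added after a 45-minute room-temperature reaction, served as the end-point read-out. The enzyme and substrate were preincubated with compound before ADP (130 uM final) initiated turnover. Concentration-effect curves came from normalized qHTS data.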
CHX counter: Cycloheximide Counterscreen for Small Molecule Inhibitors of Shiga Toxin. max response, %. AID 2314, 2010. cell reporter, cycloheximide protein synthesis inhibition counterscreen. hit rate 12% among 300,000; in the data active means max response mostly above about 13%, no sharp cut-off; inactive means mostly below about 14%; further: read at 38.3 µM for the half of the compounds with a filed dose; 0% is about no effect
Pf growth 96h: Primary qHTS for delayed death inhibitors of the malarial parasite plastid, 96 hour incubation; P. falciparum luciferase reporter growth, 96 h; hit rate 6.9% among 320,000; Potency, µM (highest dose often 28.7 µM), for inactives: at the top dose activity change, negative = inhibition, actives largely listed as inhibitors; further: potency means the concentration at half of the fitted maximal effect; on the % scale 0 is the no-effect control and ±100 the full control effect
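Erythrocytes infected with luciferase-expressing P. falciparum were dispensed at 2% hematocrit and 0.05% parasitemia (final), then incubated with compounds 96 hours at 37 C in 5% CO2. Luminescence after detection reagent addition reported growth.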
Shiga toxin inh: A qHTS for Small Molecule Inhibitors of Shiga Toxin. inhibition, % at 38.7 µM. Vero cells, Shiga toxin protein synthesis inhibition reporter. hit rate 9.2% among 290,000. AID 2315, 2010; in the data active means inhibition mostly above about 28%, no sharp cut-off; inactive means mostly below about 43%; further: 0% is about no effect
LmPK inh: qHTS Assay for Inhibitors of Leishmania Mexicana Pyruvate Kinase (LmPK); Potency, µM (highest dose often 57.5 µM), for the others: top-dose activity change, negative = inhibition, usual class: inhibitors; purified LmPK, Kinase-Glo ATP luminescence, 1 h; hit rate 0.37% among 290,000; AID 1721, 2009; further: potency means the concentration at half of the fitted maximal effect; on the % scale 0 is the no-effect control and ±100 the full control effect
Target sequence (Q27686 whole entry, looked up): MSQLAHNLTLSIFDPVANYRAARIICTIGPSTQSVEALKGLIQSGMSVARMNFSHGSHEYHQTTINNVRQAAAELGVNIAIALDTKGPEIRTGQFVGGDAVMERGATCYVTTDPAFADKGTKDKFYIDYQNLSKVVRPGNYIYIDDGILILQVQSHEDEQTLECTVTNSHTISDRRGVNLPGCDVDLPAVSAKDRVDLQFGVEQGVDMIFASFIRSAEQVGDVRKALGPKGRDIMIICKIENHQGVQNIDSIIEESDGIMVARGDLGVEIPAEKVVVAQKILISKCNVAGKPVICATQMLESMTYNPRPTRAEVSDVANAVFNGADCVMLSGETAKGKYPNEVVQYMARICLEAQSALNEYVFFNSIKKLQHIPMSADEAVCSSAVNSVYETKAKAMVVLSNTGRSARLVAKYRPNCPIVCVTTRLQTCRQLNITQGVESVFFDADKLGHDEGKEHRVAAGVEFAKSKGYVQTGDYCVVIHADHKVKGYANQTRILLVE
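0.1 nM LmPK, 0.5 mM PEP, 0.1 mM ADP; 50 mM imidazole pH 7.2, 7 mM MgCl2, 50 mM KCl; 1 h RT. Kinase-Glo luminescence readout, normalized to no-enzyme (full inhibition) and uninhibited wells.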
Pf growth 48h: Primary qHTS for delayed death inhibitors of the malarial parasite plastid, 48 hour incubation; P. falciparum luciferase growth in erythrocytes, 48 h; Potency, µM (series often up to 28.7 µM), for inactives: top-dose activity change, negative = inhibition, hits mostly inhibitors; hit rate 5.9% among 310,000; further: potency means the concentration at half of the fitted maximal effect; on the % scale 0 is the no-effect control and ±100 the full control effect
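Growth was read as firefly luciferase luminescence after a 48 h, 37 C, 5% CO2 exposure of compounds to reporter-bearing P. falciparum cultures (0.1% parasitemia, 2% hematocrit final) in Albumax-supplemented RPMI 1640.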
An asterisk follows results filed as active; ? = inconclusive; . = no result given; [ ] = dose if it differs, or a comment. Unless noted, the call rests on the fitted dose curve; in most records, active means well fitted curve in the direction sought with a large enough effect; inconclusive means small, poorly fitted or top-dose-only effect, or another doubt; inactive means no such curve, though single readings can be large; an effect the other way counts as inactive or inconclusive.

SMILES | AMA1-RON2 inh | Tb PYK inh | CHX counter | Pf growth 96h | Shiga toxin inh | LmPK inh | Pf growth 48h
COCCN(C(=O)c1cc(Cl)nc2ccccc12)c1c(N)n(Cc2ccccc2)c(=O)[nH]c1=O | -7% | 3% | . | -14% | . | . | -4%
CC1CN(S(=O)(=O)c2cccc(-c3cn4cccnc4n3)c2)CC(C)O1 (configuration not stated) | . | . | 7 | 4% | -13 | 2% | 7.4µM*
Cc1ccc(C)c(N2CCN(C(=O)CCCCn3c(=O)[nH]c4ccccc4c3=O)CC2)c1 | 10% | -5% | -1 | 8% | 4 | 0% | 46%[activator]
COc1cccc(NC(=O)CN(C)C(=O)c2cc(-c3ccc(C)o3)nc3ccccc23)c1 | -6% | 4% | . | 9.3µM* | . | . | 12µM*
CSc1cccc(NC(=O)CCCOc2ccc(Cl)cc2Cl)c1 | 18% | 0% | -4 | ? | -10 | 2% | 8%
Cc1ccc(CNC(=O)c2cnc(-c3ccccn3)nc2C(F)(F)F)cc1 | 44%[activator] | -5% | 15 | . | -9 | 15% | 5%
COc1ccc(S(=O)(=O)N2CC(O)CC2C(=O)Nc2cccnc2)cc1 (configuration not stated) | -7% | -17% | -1 | 2% | -1 | -1% | 12%
CC(C)(C)c1cc[n+](/C(C(=S)NC2CC2)=C(/[O-])c2ccc(Cl)s2)cc1 | 2% | -3% | 18 | ? | -5 | 8% | .
CCOc1ccc(S(=O)(=O)N(C)c2ccc(OCC(=O)NCc3ccc(C(=O)OC)cc3)cc2)cc1 | -9% | 3% | 2 | -31% | -8 | 1% | -18%
CCCCc1nc(NCc2ccccc2)c(C#N)c2c1COC(C)(C)C2 | -1% | 0% | 2 | . | -20 | 0% | -16%
CN(CC(=O)O/N=C(\N)c1ccccn1)S(=O)(=O)c1cc(Cl)ccc1Cl | 49%[activator] | -14% | -2 | ? | -14 | -3% | 22%
CC(C)CN(C[C@@H](O)[C@H](Cc1ccccc1)NC(=O)O[C@H]1CO[C@H]2OCC[C@H]21)S(=O)(=O)c1ccc(N)cc1 | . | 6% | . | ? | . | . | ?
COc1ccc(-c2n[nH]c(C)c2-c2ccc(Cl)cc2)c(O)c1OC | 7% | 0% | -4 | ? | -18 | 9% | ?
COC(=O)C1=C[C@@H](C(=O)OC)[C@@H]2C3=C(C(=O)[C@@]2(C)NC(=O)c2ccccc2)[C@H](c2ccccc2)[C@@H]2C(=O)NC(=O)[C@@H]2[C@@H]3C1 | -2% | -2% | -6 | . | -6 | . | .
COc1cccc(CN(C)C(=O)c2cccc(S(=O)(=O)N3CCN(c4ccc(F)cc4)CC3)c2)c1OC | -29% | 1% | . | ? | . | . | 10µM*
O=S1(=O)CCN(Cc2ccc(F)cc2)CC1 | 2% | 2% | -2 | 32%[activator] | 2 | 1% | -2%
O=C(c1ccccc1)c1c[nH]c2cc3c(cc2c1=O)OCO3 | . | . | -1 | ? | 23 | 3% | -3%
CC(=O)c1nc(N2C(=O)CC(Cc3ccc(C)cc3)C2=O)sc1C (configuration not stated) | -11% | -3% | -3 | 30%[activator] | -2 | 0% | -1%
CN1CCN(NC(=O)Nc2ccc(F)cc2)CC1 | 12% | -1% | -1 | ? | -6 | 1% | 4%
Cc1cc(NC(=O)C23CCC(C)(C(=O)O2)C3(C)C)no1 (configuration not stated) | 5% | -24% | -4 | 2% | 0 | 2% | -1%
COc1ccccc1N1CCN(C(=O)C(=O)c2cn(CC(=O)N3CCCCCC3)c3ccccc23)CC1 | -2% | 1% | 0 | 7.4µM* | -14 | -3% | 9.3µM*
CC(C)c1nc(C(N)=O)c2[nH]c(=O)n(-c3ccc(F)cc3)c2n1 | 37%[activator] | -4% | 1 | -19% | -1 | 0% | -12%
COc1ccc2c(c1OC)C(=O)N1C2SC(C)(C)[C@H]1C(=O)NC1CCCC1 (some centres not stated) | 3% | -9% | -2 | ? | -3 | -11% | -26%
Cc1ccc(C(=O)OCC(=O)c2ccc(S(=O)(=O)N3CCCCC3)cc2)o1 | -9% | 3% | . | 2% | . | . | -10%

Entries of single compounds as entered above.
Results for `COc1ccc2c(c1OC)C(=O)N1C2SC(C)(C)[C@H]1C(=O)NC1CCCC1` (some centres not stated) : AMA1-RON2 inh: 3%; Tb PYK inh: -9%; CHX counter: -2; Pf growth 96h: ?; Shiga toxin inh: -3; LmPK inh: -11%; Pf growth 48h: -26%
Results for `CC(=O)c1nc(N2C(=O)CC(Cc3ccc(C)cc3)C2=O)sc1C` (configuration not stated) : AMA1-RON2 inh: -11%; Tb PYK inh: -3%; CHX counter: -3; Pf growth 96h: 30%[activator]; Shiga toxin inh: -2; LmPK inh: 0%; Pf growth 48h: -1%
Results for `O=S1(=O)CCN(Cc2ccc(F)cc2)CC1` : AMA1-RON2 inh: 2%; Tb PYK inh: 2%; CHX counter: -2; Pf growth 96h: 32%[activator]; Shiga toxin inh: 2; LmPK inh: 1%; Pf growth 48h: -2%

Further records follow.
SMILES | AMA1-RON2 inh | Tb PYK inh | CHX counter | Pf growth 96h | Shiga toxin inh | LmPK inh | Pf growth 48h
COc1ccc(/C(O)=C2/C(=O)C(=O)N(Cc3cccnc3)C2c2ccccn2)cc1 (configuration not stated) | -9% | 0% | 24* | 1% | 61* | -1% | 3%
Cc1cc([N+](=O)[O-])ccc1-c1ccc(/C=N/NC(=O)Cc2ccccc2)o1 | 6% | -3% | 0 | -37% | 15 | 5% | 1%
CCCS(=O)(=O)N1CCCC(C(=O)NCCCN(CC)c2cccc(C)c2)C1 (configuration not stated) | -7% | -10% | 1 | ? | 5 | 1% | -14%
S=C(Nc1ccccc1Cl)N(Cc1cccnc1)Cc1ccco1 | -10% | -5% | -1 | ? | -19 | 1% | 4.1µM*
CCn1c(C)nnc1SCC(=O)Nc1cccc(C(F)(F)F)c1 | 4% | -5% | -2 | 474%[activator] | 1 | -7% | 14%
C=CCn1c(-c2ccccc2)n[nH]c1=S | 21% | ? | -1 | ? | 12 | -14% | -1%
CCN1CC(CN(C)Cc2nc(-c3ccc(OC)c4ccccc34)oc2C)CC1=O (configuration not stated) | 4% | -2% | -3 | -18% | -4 | 3% | -15%
O=Cc1cn(CCC(=O)O)nc1-c1cccc(Cl)c1 | 0% | 4% | -2 | 4% | -10 | -4% | 6%
CC(C)(C)C1CCC(=NOC(=O)c2ccc(F)cc2)CC1 (configuration not stated) | 1% | 1% | 11 | 10µM* | 15 | -2% | ?
COc1ccc(C2C(C(=O)OCC(=O)NC(C)(C)C)CCC(=O)N2c2ccc(C)cc2)cc1OC (configuration not stated) | 1% | 4% | 2 | 2% | 1 | -4% | .
O=C1c2ccc3c4c(ccc(c24)C(=O)N1CCCCO)C(=O)N(CCCCO)C3=O | -10% | -2% | 34* | -4% | 72* | 1% | 0.74µM*
O=C(COC(=O)c1c2c(nc3ccccc13)CCCC2)c1cccs1 | -10% | 0% | 23* | ? | 46 | -2% | ?
Cc1cccc(CSc2nnc(CCCCCNC(=O)OC(C)(C)C)o2)c1 | 6% | -1% | 1 | -9% | 36 | 1% | 9.3µM*
COc1ccc(/C=N/n2c(-c3ccccc3)n[nH]c2=S)cc1 | 23% | ? | -4 | ? | -9 | -10% | 13%
CCOC(=O)N1CCN(C(=O)c2cccn3c(=O)c4cc(Br)ccc4nc23)CC1 | 10% | -5% | -3 | 14% | -16 | 6% | -14%
CCOc1ccc(N2C(=O)/C(=C/c3cc(OC)c(OC)c(OC)c3)N(CC(=O)OC)C2=S)cc1 | -10% | 3% | -3 | ? | -7 | 1% | ?
COc1cc(C(C[N+](=O)[O-])c2c(N)n(C)c(=O)n(C)c2=O)ccc1O (configuration not stated) | -11% | -1% | -8 | -19% | -25 | 4% | 0%
O=c1cc(CN2CCCc3ccccc32)nc2sccn12 | 9% | 1% | 24* | 11% | 59 | 1% | -18%
NS(=O)(=O)c1ccc(NC(=O)COC(=O)COc2cccc(C(F)(F)F)c2)cc1 | -3% | -1% | -2 | 21% | 8 | 0% | 1%
Cc1cccc(OCCCOc2cccc3cccnc23)c1C | 2% | -5% | 21* | 0% | 20 | 0% | ?
O=C1CCCC2=C1C(c1ccccc1)NC(=S)N2 (configuration not stated) | 6% | -3% | -1 | 1% | -7 | -3% | 13%
COc1ccc(CNC(=O)c2cccc(N(C)C)c2)cc1 | 0% | -3% | 1 | 1.9µM* | 15 | 1% | 17%
Cc1csc(=O)n1CCC(=O)OCC(=O)Nc1cccc(C#N)c1 | -1% | -2% | . | 31%[activator] | . | . | 13%
COC(=O)C1=C(C)N(C)C(=O)NC1c1ccsc1 (configuration not stated) | -3% | 2% | -1 | 17% | 14 | 1% | -51%[5.75 µM]
COc1ccc(-c2cc(C(=O)N(C)Cc3ccccc3)no2)cc1OC | -9% | -22% | 13 | ? | -4 | 0% | 7%
CNC(=S)N/N=C(\C)c1ccccc1 | 51%[activator] | -8% | 7 | ? | 75 | 1% | 54%[activator]
COc1ccc(CCC(=O)N2C[C@H]3C[C@@H](C2)c2cccc(=O)n2C3)cc1 | 1% | 3% | 1 | 34%[activator] | 6 | -12% | ?
CCc1ccccc1NC(=O)CSc1nnc([C@@H](NC(=O)OC(C)(C)C)C(C)CC)o1 (some centres not stated) | 24% | 2% | -4 | -3%[5.75 µM] | -5 | 4% | -29%
O=S1(=O)CCN(Cc2cccc(Cl)c2)CC1 | 9% | 3% | -1 | 20% | -10 | -4% | 5%
CCOC(=O)c1csc(COc2ccc(OC)cc2)n1 | -15% | 3% | 61* | 0% | 122* | 5% | 189%[activator]
COc1cc(-c2nnc(SC/C=C/c3ccccc3)n2N)cc(OC)c1OC | -9% | 0% | -6 | ? | -16 | 1% | ?
COC(=O)C1=C(c2ccc(OC)c(OC)c2)C[C@@H]2CC[C@H]1N2C(=O)NCCO | 10% | 0% | . | 12% | . | . | 24%
Nc1nnc(-c2ccco2)s1 | 3% | 1% | 19 | 4% | 15 | 4% | 21%
CN1CCN(c2nc3c(c(=O)[nH]c(=O)n3C)n2Cc2cccc(Br)c2)CC1 | -3% | -1% | -1 | ? | . | -4% | 0%
COc1ccc(CCCc2nc3ccccc3[nH]2)cc1 | -6% | -1% | 22* | ? | 70 | 3% | ?
O=C(Nc1ccc(OC(F)F)cc1)c1cc[n+]([O-])cc1 | -22% | 2% | -4 | 21% | 24 | -1% | 14%
COc1cccc(/C=N/NC(=O)CC(C)O)c1OC/C=C/c1ccccc1 (configuration not stated) | 60%[activator] | 3% | 4 | 4% | 23 | -3% | -19%
O=C(CNC(=O)c1ccco1)NCC(=O)OCc1ccccc1Cl | 15% | 2% | -1 | -5% | -4 | 6% | 22%
